CHRM4 antagonist – blocks acetylcholine activation of human M4 receptor. P08173. inhibition, % at 3 µM. 360,000 tested, 0.73% active. CHO-hM4 cells, ACh EC80, Fluo-8 calcium fluorescence. AID 624125;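 active = inhibition above its plate's cutoff, the mean inhibition of sample wells plus 3 SD, cut at about 27% in these data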;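 also: 0% = acetylcholine EC80 with DMSO and 100% = DMSO without agonist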
Target sequence (P08173 whole entry, looked up): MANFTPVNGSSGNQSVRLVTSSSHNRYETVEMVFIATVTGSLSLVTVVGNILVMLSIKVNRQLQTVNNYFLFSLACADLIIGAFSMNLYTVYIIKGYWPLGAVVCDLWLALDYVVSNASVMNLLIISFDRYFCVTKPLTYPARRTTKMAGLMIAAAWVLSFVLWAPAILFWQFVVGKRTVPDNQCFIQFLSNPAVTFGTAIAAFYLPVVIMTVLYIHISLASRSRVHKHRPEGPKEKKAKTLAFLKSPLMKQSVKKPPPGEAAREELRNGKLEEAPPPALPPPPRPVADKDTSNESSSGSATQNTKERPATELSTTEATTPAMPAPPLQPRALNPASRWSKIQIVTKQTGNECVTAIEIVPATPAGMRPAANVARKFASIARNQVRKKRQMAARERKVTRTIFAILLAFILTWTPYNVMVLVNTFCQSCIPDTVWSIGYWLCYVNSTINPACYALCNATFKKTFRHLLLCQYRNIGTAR
CHRM5 PAM – CHRM5 positive allosteric modulation | P08912 | CHO-K1 hM5, Fluo-8 calcium, ACh EC20 PAM; 0% = ACh EC20, 100% = ACh EC100 | activation, % at 3 µM | 360,000 tested, 0.3% active | AID 624038;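 active = activation above the run cutoff, the mean activation of all test compounds plus 3 SD, cut at about 18% in these data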
Target sequence (P08912 whole entry, looked up): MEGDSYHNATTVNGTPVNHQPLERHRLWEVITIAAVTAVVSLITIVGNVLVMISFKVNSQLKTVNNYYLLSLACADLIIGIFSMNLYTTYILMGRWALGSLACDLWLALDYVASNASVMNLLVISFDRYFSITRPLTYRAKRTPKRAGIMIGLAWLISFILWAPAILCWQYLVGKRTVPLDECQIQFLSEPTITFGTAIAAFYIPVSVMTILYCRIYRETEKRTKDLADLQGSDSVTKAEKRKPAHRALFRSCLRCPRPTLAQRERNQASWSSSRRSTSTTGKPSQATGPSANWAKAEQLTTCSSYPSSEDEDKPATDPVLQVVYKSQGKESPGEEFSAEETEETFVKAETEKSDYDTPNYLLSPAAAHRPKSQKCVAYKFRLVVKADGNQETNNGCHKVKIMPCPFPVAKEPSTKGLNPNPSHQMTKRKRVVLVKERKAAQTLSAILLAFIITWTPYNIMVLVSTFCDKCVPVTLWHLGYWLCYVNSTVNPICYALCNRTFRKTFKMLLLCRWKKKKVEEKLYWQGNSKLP
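system = human M5 receptor in CHO-K1 cells | compound = one concentration, 3 µM final (nominal) | schedule = Post-acetylcholine fluorescence recording 140 s | signal = Fluo-8 calcium dye fluorescence, kinetic read | benchmarks = low control EC20 acetylcholine (0%), high control EC100 acetylcholine (100%) | repeats = singlicate, one well per test compound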
M1 PAM – potentiates human M1 receptor response to acetylcholine. activation, % at 3 µM. CHO-K1 hM1, Fluo-8 calcium fluorescence, ACh EC20; 0% = ACh EC20, 100% = maximal ACh. 360,000 tested, 0.088% active. P11229; in the data active = activation above about 19%, passing the limit was not always enough
CHRM5 agonist – CHRM5 agonism in calcium assay | P08912 | CHO-K1 hM5 cells, Fluo-8 calcium fluorescence; 0% DMSO wells, 100% maximal acetylcholine response | activation, % at 3 µM | 360,000 tested, 0.19% active;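 active = activation above the run's mean over test compounds plus 3 SD, cut at about 23% in these data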;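 also: signal is peak over basal fluorescence ratio across the kinetic read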
M5 antag – CHRM5 antagonism in calcium assay | P08912 | CHO-hM5 cells, Fluo-8 calcium fluorescence, ACh EC80 | inhibition, % at 3 µM | 360,000 tested, 0.59% active;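 active = inhibition above a per-plate cutoff, the mean of that plate's test compounds plus 3 SD, cut at about 27% in these data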;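 also: 0% = acetylcholine EC80 with DMSO and 100% = DMSO without agonist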
CHRM4 PAM – positive allosteric modulators of human muscarinic M4 receptor | P08173 | CHO-K1 hM4/Gqi5, Fluo-8 calcium fluorescence, ACh EC20; 0% = ACh EC20, 100% = maximal ACh | activation, % at 3 µM | 360,000 tested, 0.4% active | AID 624126;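 active = activation above its plate's cutoff, the mean activation of sample wells plus 3 SD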; also: some results filed as inactive read as strong as hits
CRFR2-BP antag – antagonists of CRF-binding protein/CRF-R2 receptor complex | inhibition, % at 11.8 µM | HEK293 CRF-R2/CRF-BP, CRF-induced calcium fluorescence | 350,000 tested, 0.59% active | AID 588475;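 active = inhibition of the ligand-induced calcium signal above about 50% at the single tested concentration, limit read from the data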
CRFBP-R2 agonist – agonists of human CRF-binding protein/CRF-R2 receptor complex. activation, % at 13.2 µM. 350,000 tested, 0.46% active. HEK293 CRF-R2/CRF-BP, calcium dye fluorescence (FLIPR); percent of saturating CRF peptide response;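 active = activation of at least 50%, plus an integration ratio under a set limit after plate pattern correction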;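 also: plate controls were neutral control wells without compound for no effect and CRF at EC100 for full effect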
CHRM4 agonist – agonists of human muscarinic M4 receptor (CHRM4). P08173. CHO-K1 hM4/Gqi5, Fluo-8 calcium fluorescence; vehicle 0%, full acetylcholine response 100%. activation, % at 3 µM. 360,000 tested, 0.14% active. AID 624127;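 active = activation above the run mean over all test wells plus 3 SD, cut at about 32% in these data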;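 also: peak over basal fluorescence ratio per well then scaled between controls; 0% = DMSO wells and 100% = acetylcholine at EC100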
Starred values were filed as active, the others as inactive; x = not tested or not shown.

SMILES | CHRM4 antagonist | CHRM5 PAM | M1 PAM | CHRM5 agonist | M5 antag | CHRM4 PAM | CRFR2-BP antag | CRFBP-R2 agonist | CHRM4 agonist
CC(C)Oc1ccc(C(=O)NC2=NCCS2)cc1 | 3 | 4 | 8 | 0 | 13 | -5 | -7 | -6.5 | 2
Cc1c(C(=O)OC(C)C)sc(NC(=O)c2cccnc2)c1C#N | -9 | -5 | 8 | 2 | -2 | 8 | -8 | 3.1 | 3
Cc1ccc(S(=O)(=O)NC2=NCN(C(C)C)CN2)cc1 | -10 | 4 | 6 | 2 | -4 | 7 | -12 | 1.3 | 2
C[C@@H]1CN([C@@H](C)CO)S(=O)(=O)c2ccc(Br)cc2O[C@@H]1CN(C)Cc1cccnc1 | 7 | -3 | -6 | 0 | 5 | -4 | -7 | 2.0 | 0
O=C(CC1C(=O)NCCN1Cc1cccc(F)c1F)NCCCC1CCCC1 (stereo not given) | 2 | -5 | 9 | -4 | 9 | 4 | -2 | 0.5 | 0
CCOc1ccccc1NC(=O)C1CCN(S(=O)(=O)c2ccc(OC)c(OC)c2)CC1 | -9 | -4 | -2 | 0 | 2 | 9 | 19 | 0.0 | 2
CN1C(=O)CC(C(=O)O)SC1=Nc1cc(Cl)c(O)c(Cl)c1 (stereo not given) | 25 | 3 | 9 | 2 | -6 | 9 | 16 | -2.2 | 1
CN(C(=O)COC(=O)c1cccnc1Nc1ccccc1F)C1CCS(=O)(=O)C1 (stereo not given) | 1 | 0 | 4 | -1 | -1 | 0 | -1 | -0.4 | 2
O=C(NC1CCCCC1)C(c1ccc2ncccc2c1)N(Cc1ccccc1)C(=O)c1ccc2c(c1)OCCO2 (stereo not given) | -15 | -3 | -3 | 0 | -5 | 5 | -61 | -2.7 | 1
CCC1OC23CCCCC2C(C#N)(C(=N)O3)C1(C#N)C#N (stereo not given) | -6 | 4 | 10 | 2 | -7 | 20 | -3 | 9.9 | 2

Ordered by heavy-atom count (low to high): some entries from above
SMILES | CHRM4 antagonist | CHRM5 PAM | M1 PAM | CHRM5 agonist | M5 antag | CHRM4 PAM | CRFR2-BP antag | CRFBP-R2 agonist | CHRM4 agonist
Cc1ccc(S(=O)(=O)NC2=NCN(C(C)C)CN2)cc1 | -10 | 4 | 6 | 2 | -4 | 7 | -12 | 1.3 | 2
CCC1OC23CCCCC2C(C#N)(C(=N)O3)C1(C#N)C#N (stereo not given) | -6 | 4 | 10 | 2 | -7 | 20 | -3 | 9.9 | 2
Cc1c(C(=O)OC(C)C)sc(NC(=O)c2cccnc2)c1C#N | -9 | -5 | 8 | 2 | -2 | 8 | -8 | 3.1 | 3
O=C(CC1C(=O)NCCN1Cc1cccc(F)c1F)NCCCC1CCCC1 (stereo not given) | 2 | -5 | 9 | -4 | 9 | 4 | -2 | 0.5 | 0
C[C@@H]1CN([C@@H](C)CO)S(=O)(=O)c2ccc(Br)cc2O[C@@H]1CN(C)Cc1cccnc1 | 7 | -3 | -6 | 0 | 5 | -4 | -7 | 2.0 | 0

(list continues)
SMILES | CHRM4 antagonist | CHRM5 PAM | M1 PAM | CHRM5 agonist | M5 antag | CHRM4 PAM | CRFR2-BP antag | CRFBP-R2 agonist | CHRM4 agonist
N/C(=N\S(=O)(=O)c1cc(C(F)(F)F)cc(C(F)(F)F)c1)c1cccs1 | -4 | -1 | 7 | 1 | 12 | -1 | 9 | 1.1 | 0
COc1ccc(NC(=O)CSc2nnc(Cn3cnc4ccccc43)n2C)cc1 | 13 | 0 | 1 | 0 | -7 | 16 | 24 | -1.7 | 0
COc1ccc(N=Nc2ccc(O)c3ncccc23)cc1 | -5 | 6 | 18 | 6 | 1 | -2 | -7 | -3.7 | 1
CCOC(=O)C(C(=O)OCC)C(=O)c1cccc2ccc3ccccc3c12 | -14 | 1 | 5 | -5 | 9 | 1 | 2 | 0.4 | 0
Cc1noc(C)c1S(=O)(=O)N(CC(=O)NC1CCCC1)c1ccc(C(C)C)cc1 | 7 | 4 | 4 | -5 | -4 | -1 | -29 | 0.1 | 1
COc1ccc([C@@H]2C=C(C(=O)O)O[C@H](OCCCCO)C2)cc1 | -2 | 6 | 7 | 0 | -2 | 5 | 13 | -1.9 | 0
C[C@H](CO)N1C[C@H](C)[C@@H](CN(C)C(=O)C2CCOCC2)Oc2ncc(Br)cc2C1=O | 4 | -2 | -11 | 2 | 6 | 3 | -2 | 0.6 | 0
O=C(NNC(=O)c1cc2ccccc2o1)c1ccncc1 | -12 | 11 | 3 | 2 | -8 | 3 | -10 | 0.5 | 1
Cc1cccc(-n2c(SCC(=O)N3CCN(c4ccccn4)CC3)nnc2N2CCOCC2)c1 | -4 | 7 | 14 | -2 | 9 | 3 | 2 | -0.7 | 2
Cc1[nH]n(-c2ccccc2)c(=S)c1C=Nc1cccc([N+](=O)[O-])c1 | 0 | -1 | 3 | -1 | 7 | -4 | 2 | -1.2 | 0
Cc1cccc(NC(=O)/C=C/c2ccc3c(c2)OCO3)n1 | -9 | 3 | 4 | -1 | -5 | -3 | 2 | -4.2 | 3
CCCOC(=O)c1ccc(Oc2cn[nH]c2-c2ccc(OCC(=O)NN)cc2O)cc1 | 5 | 0 | 18 | 6 | 11 | 2 | -17 | 0.3 | 7
O=C(N/N=C/c1ccccc1O)C(=O)Nc1ccccn1 | 7 | 0 | -5 | 0 | 5 | -7 | -25 | 1.2 | 1
O=C(CSc1nc2nn(-c3ccccc3)c(=O)c-2c2n1CCCCC2)NCCCc1ccccc1 | -10 | 0 | 1 | -6 | 1 | -8 | 11 | -1.5 | 6
CCc1ccc(/C=N/N2CCN(c3ccccn3)CC2)cc1 | -5 | 0 | 5 | 4 | 3 | -10 | 10 | -0.2 | 2
O=C(C(=Cc1ccc(O)cc1)c1ccccc1)c1ccccc1 | -5 | -13 | x | -3 | -1 | 2 | x | x | 0
CNc1cncc(-c2ccc(CN(C)C)cc2)n1 | -6 | 0 | -5 | 0 | 0 | -3 | x | x | 0
CCOC(=O)N1CCN(C/C(C)=C/c2ccccc2)CC1 | 4 | 2 | 2 | -4 | -5 | 7 | 41 | -0.9 | -1
O=C(NC(Cc1c[nH]c2ccccc12)C(=O)O)c1cccc(S(=O)(=O)N2CCCCC2)c1 (stereo not given) | 9 | 0 | 16 | 0 | 1 | 1 | 11 | -2.6 | 0
CC(NC(=O)C1CCN(C(=O)c2cccs2)CC1)c1ccc(S(N)(=O)=O)cc1 (stereo not given) | 5 | -4 | 3 | -1 | 9 | 2 | 4 | 0.5 | -1
COc1cccc(-c2nnc(N(C)C(=O)C3CCOC3)s2)c1 (stereo not given) | -6 | 9 | 7 | -1 | -3 | 12 | -1 | 1.6 | 2
Cn1c(COc2ccc(C(=O)O)cc2)nc2ccccc21 | -4 | 2 | 13 | -5 | 2 | -2 | 10 | 0.2 | 1
CCc1ccc(CC)c(S(=O)(=O)Nc2ccc(C(=O)O)c(O)c2)c1 | 4 | -1 | 14 | 0 | 1 | -6 | -15 | 3.1 | 0
COC(=O)CSc1n[nH]c(-c2cccnc2)n1 | 8 | -2 | -2 | 1 | 0 | 3 | -1 | 0.6 | 3
COc1ccc2c(C)c(Cc3ccccc3)c(=O)oc2c1OC | -6 | 1 | 5 | 3 | 0 | 4 | 9 | -2.1 | 5
Cc1nnc2c(-c3ccccc3)nc3ccccc3n12 | -5 | 0 | 6 | 1 | -7 | 13 | -12 | -0.4 | 2
O=C(Nc1cccn2ncnc12)c1ccc(Cl)cc1Cl | 4 | 3 | 8 | -1 | 0 | 11 | -14 | -0.6 | 0
O=C(COC(=O)CNC(=O)c1cccc([N+](=O)[O-])c1)NCc1ccco1 | 3 | 4 | 5 | 2 | 2 | 2 | -11 | -1.7 | 1
CCN1C(=O)c2ccccc2S(=O)(=O)c2ccc(C(=O)NCCCN(CC(C)C)CC(C)C)cc21 | 10 | -11 | -17 | -12 | 14 | -9 | -10 | 1.2 | 1
O=C1[C@H](Cc2ccccc2)NCCCC[C@H](c2ccc(Cl)cc2)N1Cc1ccc(Cl)cc1 | -7 | 11 | 5 | 2 | -10 | 7 | 4 | 0.3 | 1
O=C(NC1CS(=O)(=O)CC1NCc1ccco1)c1ccccc1 (stereo not given) | 10 | 7 | 2 | -3 | -3 | -2 | -6 | -0.3 | 0
C=C1CCC[C@]2(C)C[C@H]3OC(=O)C(CN(Cc4ccc(OC)c(OC)c4)CC(C)O)[C@H]3CC12 (stereo not given in full) | -10 | 1 | 9 | -4 | -2 | 4 | -11 | -2.5 | 0
CCC(C)Nc1c2c(nc3c(-c4ccccc4)c(C)nn13)CCC2 (stereo not given) | -3 | 4 | -10 | -6 | -5 | -4 | 0 | -0.7 | -3
Cc1cccc(N(CC(=O)NC(C)C)C(=O)CCC(=O)Nc2nccs2)c1 | -6 | -1 | 4 | 1 | 0 | -3 | -1 | 0.9 | 0
O=C1N/C(=N\N=C\c2cccnc2)SC1Cc1ccc(SC(F)F)cc1 (stereo not given) | -1 | 1 | 11 | -2 | -1 | 2 | 12 | -0.7 | 0
CCc1ccc(C(C(=O)NC2CCCC2)N(C(=O)/C=C/C(=O)Nc2cc(C)on2)c2ccccc2C)cc1 (stereo not given) | -12 | -5 | 0 | 0 | -7 | 0 | -35 | -0.2 | 1
Cc1ccc(S(=O)(=O)NC2=NCN(CCOC(=O)c3ccc([N+](=O)[O-])cc3)CN2)cc1 | -3 | 0 | 9 | 2 | -6 | 7 | 40 | -2.9 | 0
O=C(CSc1ccccn1)N1CCCC(Nc2ccc(F)c(F)c2)C1 (stereo not given) | -9 | -10 | 7 | -5 | 18 | 2 | -7 | 1.4 | 3
Cc1ccc(S(=O)(=O)N(C)C[C@@H]2Oc3ncc(C#CCC(C)C)cc3C(=O)N([C@H](C)CO)C[C@H]2C)cc1 | -2 | -2 | -7 | -2 | -13 | -3 | -4 | 1.5 | -1
CCN(CC)c1ccc(-c2nnc(SCC(=O)N(CCOC)c3c(N)n(CC(C)C)c(=O)[nH]c3=O)o2)cc1 | -8 | -2 | 5 | 0 | -2 | 7 | 13 | -2.1 | 1
CCC(=O)N1CCN(C(=O)CC)C1c1ccccc1 | 10 | 2 | 3 | 0 | -4 | 3 | -11 | 1.3 | -1
COc1cc2nc(CN3CCN(S(=O)(=O)c4ccccc4[N+](=O)[O-])CC3)[nH]c(=O)c2cc1OC | -1 | -3 | 2 | -1 | 2 | -3 | 0 | -1.7 | 4
COC(=O)[C@@]12C[C@@H](CC(=O)NCc3ccc(OC)c(OC)c3)C(=O)N(Cc3ccccc3)C1=CCC(C)(C)C2 | -8 | -3 | x | 4 | -7 | 1 | x | x | 7
O=C(c1ccc(Cn2c(=O)[nH]c3ccccc3c2=O)cc1)N1CCN(c2ccccc2)CC1 | -2 | -15 | 0 | 2 | 16 | 4 | -16 | 5.1 | 5
COc1c(Br)cc(C(N)=O)cc1OCc1ccccc1 | 0 | -4 | 6 | -1 | -1 | 3 | -16 | 0.6 | 0
CCOC(=O)c1sc(N/N=C/c2cccc(C)c2)nc1C | 7 | -9 | -5 | -7 | -4 | -3 | 1 | -1.1 | 1
CCCNC(=O)c1onc(CS(=O)(=O)c2cc(C)cc(C)c2)c1C(=O)NCCC | -1 | -3 | 0 | 2 | 16 | 1 | -1 | -2.7 | 0
COC(=O)C1CCN(C(=O)CC(NC(=O)C(F)(F)F)c2cccs2)CC1 (stereo not given) | 1 | -5 | -5 | -4 | 8 | -3 | 9 | -1.1 | 1
COc1ccccc1CN1CC(C(=O)NCCc2ccc(Cl)cc2)CC1=O (stereo not given) | 12 | 6 | 20 | -2 | 4 | 1 | -13 | 1.2 | -1

Screens from PubChem.
